Rtt109 HAT inh – C. albicans Rtt109 histone acetyltransferase inhibition; AID 540336; purified Rtt109/Vps75, ThioGlo CoA-SH fluorescence, 4 h; inhibition, % at 34.9 µM; 330,000 tested, 0.16% active;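 active means inhibition of at least 50% in every replicate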
cardiac RTF act – increases calcium sensitivity of human cardiac regulated thin filaments; activation, % at 7.2 µM; AID 493008; 340,000 tested, 0.24% active; P19429+P45379; IANBD-labeled TnC RTF fluorescence at EC20 calcium; 0% EC20 calcium, 100% full calcium;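 active means activation above the mean over all tested compounds plus 3 SD, cut at about 30% in these data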;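 further: rise in fluorescence read as greater calcium sensitivity of cardiac thin filaments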
PvdQ inh – P. aeruginosa PvdQ acylase inhibition. purified PvdQ acylase, fluorescence plate reader. inhibition, % at 10 µM. 340,000 tested, 0.063% active. AID 488965; in the data active means inhibition above about 30%, passing the limit was not always enough;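 further: 0% = vehicle neutral wells and 100% = reference inhibitor wells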
Keap1-Nrf2 PPI – inhibitors of human Keap1-Nrf2 protein-protein interaction; Q14145; 340,000 tested, 0.15% active; inhibition, % at 9.4 µM; Keap1 Kelch-Nrf2 peptide fluorescence polarization, 1536-well; AID 504523; in the data active means inhibition above about 12%;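 further: human Keap1 Kelch domain with fluorescein labeled Nrf2 9mer peptide probe; 0% = neutral control wells and 100% = peptide positive control; higher means more block of Keap1 binding to Nrf2 peptide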
Target sequence (Q14145 whole entry, looked up, the tested form may be a part): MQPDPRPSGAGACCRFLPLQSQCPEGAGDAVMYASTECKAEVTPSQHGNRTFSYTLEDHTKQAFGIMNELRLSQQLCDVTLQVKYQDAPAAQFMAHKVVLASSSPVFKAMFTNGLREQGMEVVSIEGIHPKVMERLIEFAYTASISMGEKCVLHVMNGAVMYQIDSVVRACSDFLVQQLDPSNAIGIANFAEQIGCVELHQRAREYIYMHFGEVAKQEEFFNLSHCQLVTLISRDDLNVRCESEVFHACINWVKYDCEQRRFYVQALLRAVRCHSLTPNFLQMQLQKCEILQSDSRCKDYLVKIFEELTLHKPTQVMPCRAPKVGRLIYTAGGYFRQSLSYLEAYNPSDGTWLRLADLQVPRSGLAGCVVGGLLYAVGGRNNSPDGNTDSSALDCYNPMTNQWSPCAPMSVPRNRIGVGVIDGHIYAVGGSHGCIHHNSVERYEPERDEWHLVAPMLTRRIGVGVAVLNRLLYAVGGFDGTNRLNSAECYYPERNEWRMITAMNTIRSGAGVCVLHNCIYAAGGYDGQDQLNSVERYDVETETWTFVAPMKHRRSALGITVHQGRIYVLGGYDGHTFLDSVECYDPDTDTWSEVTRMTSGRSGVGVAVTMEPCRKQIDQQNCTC
NSD2 inh – NSD2 (human) methyltransferase inhibition; O96028; NSD2 peptide methylation, AlphaScreen, 120 min; inhibition, % at 12.5 µM; 310,000 tested, 0.54% active; in the data active means inhibition above about 50%
PfHsp90 set2 – growth inhibition of yeast expressing Plasmodium Hsp90. 310,000 tested, 0.32% active. S. cerevisiae expressing PfHsp90, BacTiter-Glo ATP, 48 h; yeast lacking PDR1 and PDR3 efflux regulators. inhibition, % at 9.4 µM;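 active means every replicate shows inhibition above about 80%, whatever the replicate mean, limit read from the data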;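 further: 0% = DMSO neutral controls and 100% = 20 µM radicicol positive controls; yeast relying on Plasmodium falciparum Hsp90 in place of its own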
dFosB act – enhances mouse delta FosB homodimer DNA binding. P13346. 340,000 tested, 0.99% active. purified delta FosB, TAMRA-CDK5 oligo fluorescence polarization; percent of positive-control signal above neutral wells. activation, % at 25 µM;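 active means mean activation above about 17%, with every replicate also reaching it, limit read from the data, passing the limit was not always enough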;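 further: fluorescence polarization rise as delta FosB binds a TAMRA Cdk5 AP-1 oligo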
Target sequence (P13346 whole entry, looked up): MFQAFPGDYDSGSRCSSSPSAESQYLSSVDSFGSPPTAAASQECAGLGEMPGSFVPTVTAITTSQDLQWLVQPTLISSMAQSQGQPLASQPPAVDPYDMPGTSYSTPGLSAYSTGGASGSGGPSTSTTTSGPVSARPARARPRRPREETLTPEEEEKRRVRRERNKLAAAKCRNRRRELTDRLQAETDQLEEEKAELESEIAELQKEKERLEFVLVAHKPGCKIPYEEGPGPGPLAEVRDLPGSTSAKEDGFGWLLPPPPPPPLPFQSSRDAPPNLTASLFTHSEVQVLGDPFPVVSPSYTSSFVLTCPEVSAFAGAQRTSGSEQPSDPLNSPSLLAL
C-LANA FP – inhibitors of KSHV LANA C-terminal domain DNA binding; MBP-C-LANA/FAM-LBS DNA binding, fluorescence polarization; inhibition, % at 9 µM; AID 504423; 340,000 tested, 0.078% active;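 active means highest replicate inhibition at or above 60% at 9 µM, even if other replicates fall short; inactive means all replicates below 60% inhibition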;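 further: 0% = neutral control wells and 100% = 4 µM acridine orange control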
Mot1-301 SUMO – inhibitors of SUMOylation pathway: yeast Mot1-301 growth rescue; growth rescue, % at 18.8 µM; AID 2716; S. cerevisiae Mot1-301 growth rescue, ATP luminescence, 38.5C; percent above DMSO median, 100 means doubled; 320,000 tested, 1% active;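 active means every valid replicate shows activation above 250% relative to neutral control wells; inactive means the rest, any valid replicate at or below 250%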;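 further: OY570 slx delta 5 strain wells were the positive control but not used for scaling; some compounds called inactive have numbers as strong as hits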
Cardiac RTF inh – cardiac RTF calcium desensitization; IANBD-labeled cardiac RTF, Ca2+ fluorescence; P19429+P45379; 340,000 tested, 0.12% active; inhibition, % at 7.15 µM;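 active means inhibition above the mean inhibition of all tested compounds plus 3 SD, cut at about 17% in these data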;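 further: assay run at fixed EC70 calcium of 1.6 mM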
CDK5 inh – inhibitors of human CDK5/p35 kinase. AID 488839. inhibition, % at 10 µM. Recombinant CDK5/p35, ADP-Glo luminescence, 60 min. 330,000 tested, 0.01% active. Q00535+Q15078;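 active means highest replicate inhibition of at least 50% and at least 75% of replicates reaching 50%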;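 further: plate controls were DMSO neutral control for no effect and GW8510 at 10 µM for full effect; many of its hits are not listed in these tables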
Numbers without * were called inactive.

CCOc1ccc(NC(=O)CN(C)C(=O)CC2CC3CCC2C3)cc1OCC (stereo not given) was read as Rtt109 HAT inh 26.6, cardiac RTF act -1.8, PvdQ inh 4.3, Keap1-Nrf2 PPI -4.7, NSD2 inh 4.6, PfHsp90 set2 -10.9, dFosB act -8.1, C-LANA FP 1.1, Mot1-301 SUMO 10.7, Cardiac RTF inh -6.0 and CDK5 inh -1.9.
`CC(=O)c1cc2c(cc1NC(=O)Cn1cnc3ccccc3c1=O)OCO2` gave Rtt109 HAT inh 3.8, cardiac RTF act -0.1, PvdQ inh 6.1, Keap1-Nrf2 PPI 2.1, NSD2 inh -0.1, PfHsp90 set2 32.1, dFosB act -0.5, C-LANA FP -3.0, Mot1-301 SUMO -21.9, Cardiac RTF inh 2.8 and CDK5 inh -1.0.
CCN(CC)C(=O)Cn1cnc2sc(C)c(S(=O)(=O)N3CCC(C)CC3)c2c1=O was read as Rtt109 HAT inh -7.3, cardiac RTF act -2.7, PvdQ inh -16.2, Keap1-Nrf2 PPI -0.1, NSD2 inh -0.6, PfHsp90 set2 -11.4, dFosB act -3.4, C-LANA FP -1.1, Mot1-301 SUMO 4.5, Cardiac RTF inh -0.8 and CDK5 inh 1.6.
For O=S(=O)(NCCCN1CCOCC1)c1ccc2ccccc2c1 the results were Rtt109 HAT inh -1.1, cardiac RTF act 1.4, PvdQ inh 12.4, Keap1-Nrf2 PPI 0.5, NSD2 inh 1.5, PfHsp90 set2 6.4, dFosB act 2.9, C-LANA FP 1.4, Mot1-301 SUMO 53.2, Cardiac RTF inh 8.9 and CDK5 inh 1.6.
`Cc1ccc(C2C(C#N)=C(N)Oc3cc(C)oc(=O)c32)o1` (stereo not given) gave Rtt109 HAT inh 1.5, cardiac RTF act -1.1, PvdQ inh -2.4, Keap1-Nrf2 PPI -6.8, NSD2 inh 0.1, PfHsp90 set2 33.3, dFosB act -11.3, C-LANA FP -1.2, Mot1-301 SUMO -33.5, Cardiac RTF inh -15.5 and CDK5 inh -0.2.
`COc1ccccc1CCN1CCCC(CN(C)C(=O)CCC(N)=O)C1` (stereo not given) gave Rtt109 HAT inh -4.9, cardiac RTF act -2.3, PvdQ inh 17.0, Keap1-Nrf2 PPI -1.7, NSD2 inh -1.1, PfHsp90 set2 -2.6, dFosB act -2.3, C-LANA FP 0.6, Mot1-301 SUMO -26.3, Cardiac RTF inh 3.5 and CDK5 inh 4.8.
For C=C(C)C(=O)OCC(C)C the results were Rtt109 HAT inh -3.1, cardiac RTF act -0.9, PvdQ inh -15.9, Keap1-Nrf2 PPI 0.5, PfHsp90 set2 -35.6, dFosB act -0.1, C-LANA FP 0.3, Mot1-301 SUMO 19.4, Cardiac RTF inh -3.9 and CDK5 inh 1.0.
`Cc1cccc(C)c1NC(=O)N1CC(C)OC(C)C1` (stereo not given) gave Rtt109 HAT inh 1.3, cardiac RTF act -0.7, PvdQ inh -4.0, Keap1-Nrf2 PPI 0.4, NSD2 inh 0.8, PfHsp90 set2 6.5, dFosB act 3.7, C-LANA FP 0.5, Mot1-301 SUMO -5.8, Cardiac RTF inh 1.6 and CDK5 inh -0.6.
For C=C(C)C(=O)Nc1nnc(-c2ccccc2C)s1 the results were Rtt109 HAT inh 5.9, cardiac RTF act -5.7, PvdQ inh -5.3, Keap1-Nrf2 PPI -0.9, NSD2 inh -1.3, PfHsp90 set2 6.0, dFosB act -8.7, C-LANA FP -1.9, Cardiac RTF inh 6.5 and CDK5 inh -1.3.
O=C(c1cc(-c2ccc(Cl)cc2Cl)on1)N1CCOCC1 was read as cardiac RTF act 6.6, PvdQ inh 9.2, Keap1-Nrf2 PPI -1.8, NSD2 inh 0.5, PfHsp90 set2 -3.9, dFosB act -8.1, C-LANA FP -0.4, Mot1-301 SUMO -13.1, Cardiac RTF inh -0.9 and CDK5 inh 5.3.
`COc1ccccc1NC(=O)Nc1ccncc1` gave Rtt109 HAT inh -1.6, cardiac RTF act 13.9, PvdQ inh -19.2, Keap1-Nrf2 PPI -8.4, NSD2 inh -1.9, PfHsp90 set2 6.0, dFosB act -8.0, C-LANA FP 1.3, Mot1-301 SUMO -3.5, Cardiac RTF inh -11.2 and CDK5 inh -0.1.
For O=C(CN1CCC(O)(c2cccc(C(F)(F)F)c2)CC1)NCCc1ccccc1 the results were Rtt109 HAT inh 9.2, cardiac RTF act 1.9, PvdQ inh -17.9, Keap1-Nrf2 PPI -2.1, NSD2 inh 0.5, PfHsp90 set2 25.5, dFosB act -12.1, C-LANA FP -2.8, Mot1-301 SUMO -15.2, Cardiac RTF inh -9.5 and CDK5 inh -1.2.
For COc1cc(OC)c2c(-c3ccccc3)cc(=O)oc2c1C(CCN1CCCC(C)C1)c1ccc2c(c1)OCO2 (stereo not given) the results were Rtt109 HAT inh 5.1, cardiac RTF act 7.3, PvdQ inh -12.3, Keap1-Nrf2 PPI -3.2, PfHsp90 set2 -4.5, dFosB act -0.5, C-LANA FP 2.9, Mot1-301 SUMO -11.6, Cardiac RTF inh 2.1 and CDK5 inh -2.3.
Cc1cc(NC(=O)CSc2nnc3ccc(-c4ccc(F)cc4)nn23)no1 was read as Rtt109 HAT inh -2.4, cardiac RTF act -5.6, PvdQ inh -2.1, Keap1-Nrf2 PPI 1.9, NSD2 inh 0.1, PfHsp90 set2 -28.1, dFosB act -0.1, C-LANA FP 0.9, Mot1-301 SUMO 4.1, Cardiac RTF inh -2.2 and CDK5 inh 0.2.
`N#CCSc1nc2ccccc2c2nc3ccccc3n12` gave Rtt109 HAT inh 10.9, cardiac RTF act 2.5, PvdQ inh 12.7, Keap1-Nrf2 PPI 1.6, NSD2 inh -1.2, PfHsp90 set2 0.8, dFosB act -40.3, C-LANA FP -0.6, Mot1-301 SUMO -9.3, Cardiac RTF inh 5.5 and CDK5 inh 1.6.
`Cc1cc(C(F)(F)F)nc(Nc2nc(C)c3ccccc3n2)n1` gave Rtt109 HAT inh -5.8, cardiac RTF act 8.4, PvdQ inh -9.6, Keap1-Nrf2 PPI -5.2, NSD2 inh -1.1, PfHsp90 set2 -23.3, dFosB act -3.2, C-LANA FP -3.8, Mot1-301 SUMO 6.4, Cardiac RTF inh -3.4 and CDK5 inh 0.1.
CC(C)CC(NC(=O)C(CC(C)C)NC(=O)OC(C)(C)C)C(=O)O (stereo not given) was read as Rtt109 HAT inh 0.8, cardiac RTF act 6.1, PvdQ inh -17.6, Keap1-Nrf2 PPI -1.6, NSD2 inh 0.4, PfHsp90 set2 -5.7, dFosB act 9.6, C-LANA FP 0.3, Mot1-301 SUMO 96.6, Cardiac RTF inh -7.7 and CDK5 inh -0.5.
Screening Cc1ccc(NC(=O)Nc2nnc(-c3ccncc3)s2)cc1 returned Rtt109 HAT inh 0.0, cardiac RTF act -1.4, PvdQ inh 6.5, Keap1-Nrf2 PPI -6.6, NSD2 inh 1.3, PfHsp90 set2 -9.0, dFosB act -21.3, C-LANA FP 0.3, Mot1-301 SUMO -10.6, Cardiac RTF inh -2.2 and CDK5 inh -0.3.
CC(=O)c1ccc(OCC(C)Oc2ccc(C#N)cc2)cc1 (stereo not given) was read as Rtt109 HAT inh 23.4, cardiac RTF act -6.1, PvdQ inh -3.7, Keap1-Nrf2 PPI -4.7, NSD2 inh -2.9, PfHsp90 set2 -7.0, dFosB act -5.2, C-LANA FP 0.2, Mot1-301 SUMO 19.6, Cardiac RTF inh 0.8 and CDK5 inh -3.4.
For CC1Cc2ccccc2N1S(=O)(=O)c1cnc[nH]1 (stereo not given) the results were Rtt109 HAT inh 1.3, cardiac RTF act 10.7, PvdQ inh -15.3, Keap1-Nrf2 PPI 0.2, NSD2 inh -0.1, PfHsp90 set2 8.6, dFosB act -4.1, C-LANA FP 1.7, Mot1-301 SUMO 0.9, Cardiac RTF inh -7.1 and CDK5 inh 0.2.
`Cc1nn(C(CC(=O)O)C(=O)O)c(C)c1Br` (stereo not given) gave Rtt109 HAT inh -4.0, cardiac RTF act 3.1, PvdQ inh -5.9, Keap1-Nrf2 PPI -1.0, NSD2 inh 1.0, PfHsp90 set2 13.5, dFosB act 4.8, C-LANA FP -0.3, Mot1-301 SUMO -1.1, Cardiac RTF inh 12.3 and CDK5 inh -1.3.
`Cc1cccc(NS(=O)(=O)c2ccc(C(=O)N3CCCC3)cc2)c1C` gave Rtt109 HAT inh 8.2, cardiac RTF act -8.0, PvdQ inh -2.7, Keap1-Nrf2 PPI 2.8, NSD2 inh 0.9, PfHsp90 set2 11.1, dFosB act -11.4, C-LANA FP -1.4, Mot1-301 SUMO 1.0, Cardiac RTF inh -5.7 and CDK5 inh 1.3.
Screening O=C(Nc1cccc(-c2ccc(N3CCOCC3)nn2)c1)c1ccc(F)cc1F returned Rtt109 HAT inh 1.8, cardiac RTF act 13.8, PvdQ inh -21.0, Keap1-Nrf2 PPI -1.9, NSD2 inh 0.2, PfHsp90 set2 0.5, dFosB act -5.1, C-LANA FP -0.5, Mot1-301 SUMO -5.3, Cardiac RTF inh -3.7 and CDK5 inh -4.6.
Screening COCCNC(=S)NC(=O)c1ccc(C(C)(C)C)cc1 returned Rtt109 HAT inh 6.5, cardiac RTF act -2.0, PvdQ inh -4.2, Keap1-Nrf2 PPI -0.5, NSD2 inh -1.7, PfHsp90 set2 -36.7, dFosB act -3.8, C-LANA FP 0.2, Mot1-301 SUMO 1.8, Cardiac RTF inh -7.4 and CDK5 inh 0.6.
Screening O=C(NCc1ccc2c(c1)OCO2)c1cc(-c2ccncc2)nc2ccccc12 returned Rtt109 HAT inh 0.3, cardiac RTF act 6.0, PvdQ inh -0.1, Keap1-Nrf2 PPI -3.4, PfHsp90 set2 -29.2, dFosB act -22.3, C-LANA FP 1.4, Mot1-301 SUMO 2.1, Cardiac RTF inh -1.5 and CDK5 inh 1.5.
Screening CC(=O)C1=C(O)C(=O)N(c2ccc(O)cc2)C1c1ccccc1[N+](=O)[O-] (stereo not given) returned Rtt109 HAT inh 0.2, cardiac RTF act -0.4, PvdQ inh 1.5, Keap1-Nrf2 PPI -3.0, NSD2 inh 0.7, PfHsp90 set2 -14.3, dFosB act 0.4, C-LANA FP -0.1, Mot1-301 SUMO -14.3, Cardiac RTF inh -5.6 and CDK5 inh 3.1.
Screening O=C(COC(=O)c1cc(-c2ccccc2)nc2ccccc12)NCC1CCCO1 (stereo not given) returned Rtt109 HAT inh -3.1, cardiac RTF act -2.2, PvdQ inh -14.8, Keap1-Nrf2 PPI -2.3, NSD2 inh -2.4, PfHsp90 set2 30.5, dFosB act -7.4, C-LANA FP 1.4, Mot1-301 SUMO 9.4, Cardiac RTF inh -16.8 and CDK5 inh 0.9.
For C/C=C(/C)C(=O)Nc1cccc(C2=NOC3(C2)C[C@H](C(N)=O)N(C(=O)COc2ccc(Cl)cc2)C3)c1 (stereo not given in full) the results were Rtt109 HAT inh 7.2, cardiac RTF act -3.5, PvdQ inh -9.6, Keap1-Nrf2 PPI -2.2, PfHsp90 set2 1.5, dFosB act -7.8, C-LANA FP 1.2, Mot1-301 SUMO 20.5, Cardiac RTF inh 7.1 and CDK5 inh 0.2.

High-throughput results (PubChem BioAssay)
